# High-throughput results: PubChem BioAssay, National Center for Advancing Translational Sciences (NCATS)
# AmpC inh detg: AmpC beta-lactamase inhibition with detergent present | P00811 | AmpC hydrolysis of nitrocefin, absorbance 480 nm, 0.01% Triton | Potency, µM (top dose mostly 114 µM), inactives show at the top dose activity change, negative = inhibition, usual class: inhibitors | 370,000 tested, 0.041% active;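 note: potency is the fitted concentration of half-maximal effect; 0% = no-compound wells and -100% = no-enzyme wells; nearly all actives have a fitted effect of over 25% in size; some results filed as inactive show a strong effect at the top dose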
# Target sequence (P00811 whole entry, looked up): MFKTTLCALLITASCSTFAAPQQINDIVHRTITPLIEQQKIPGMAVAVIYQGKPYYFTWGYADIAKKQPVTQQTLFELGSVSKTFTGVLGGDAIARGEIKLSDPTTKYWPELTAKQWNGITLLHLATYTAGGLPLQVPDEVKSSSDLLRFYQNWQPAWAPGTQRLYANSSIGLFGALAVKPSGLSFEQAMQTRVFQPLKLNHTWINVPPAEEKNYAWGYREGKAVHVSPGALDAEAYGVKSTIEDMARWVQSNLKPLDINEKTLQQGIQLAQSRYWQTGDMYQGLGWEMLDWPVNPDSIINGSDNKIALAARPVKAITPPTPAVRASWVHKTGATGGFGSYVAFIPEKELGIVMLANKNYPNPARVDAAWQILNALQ
#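 20 mM phosphate pH 7.0 + 0.01% (detergent screen) or 0.0001% Triton X-100; 5.3 nM AmpC reagent; cpd preinc 15 min RT; nitrocefin (800 uM stock) to start; A480 q20 s × 4 min; Activity was normalised to no-enzyme and no-compound control wells.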
# HCV inh: HCV inhibition; Huh7.5.1 HCVcc-Cre infection, luciferase reporter, 44 h; Potency, µM (titrated, usually from 41.8 µM), for the others: at the highest dose activity change, negative = inhibition, actives largely listed as inhibitors; 340,000 tested, 3.4% active; AID 651820; note: potency is the fitted concentration of half-maximal effect
#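 Infectious HCVcc-Cre (~0.5 moi) was added to cells just after compound, with cells seeded 4 h earlier at 1,000 per well. Luciferase activity after 44 h culture reported infection; substrate was incubated 15 min at room temperature before reading.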
# FBPA Giardia inh: blocks Giardia fructose-bisphosphate aldolase activity | purified Giardia FBPA | AID 2451 | A8B2U2 | Potency, µM (highest dose often 59.6 µM), inactives show at the highest dose activity, negative = inhibition, hits mostly inhibitors | 290,000 tested, 0.71% active; note: potency is the fitted concentration of half-maximal effect; nearly all actives have a fitted effect of over 55% in size
# Target sequence (A8B2U2 whole entry, looked up): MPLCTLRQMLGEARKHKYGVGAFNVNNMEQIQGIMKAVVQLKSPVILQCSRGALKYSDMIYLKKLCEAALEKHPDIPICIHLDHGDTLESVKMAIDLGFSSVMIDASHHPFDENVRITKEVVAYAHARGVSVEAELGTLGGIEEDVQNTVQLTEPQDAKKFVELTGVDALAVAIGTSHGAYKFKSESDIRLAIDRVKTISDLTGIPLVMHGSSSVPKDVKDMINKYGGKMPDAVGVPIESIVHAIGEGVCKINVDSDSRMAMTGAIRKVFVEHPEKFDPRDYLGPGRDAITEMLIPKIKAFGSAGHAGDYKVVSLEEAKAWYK
#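 40 nM FBPA preincubated 10 min at RT with compound (up to 57.5 uM final), then substrate plus GAPDH/TPI/NAD/arsenate coupling and diaphorase/resazurin added. Fluorescence read after 20 min at RT, 525/598 nm.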
# Sm TGR inh: blocks Schistosoma mansoni thioredoxin glutathione reductase; purified TGR, DTNB reduction, TNB absorbance 405 nm; Q962Y6; Potency, µM (highest dose often 114 µM), inactives show at the highest dose activity change, negative = inhibition, hits mostly inhibitors; AID 485364; 360,000 tested, 3% active; note: potency is the fitted concentration of half-maximal effect; nearly all actives have a fitted effect of over 60% in size
#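 Kinetic colorimetric format: TGR-catalysed, NADPH-driven DTNB reduction monitored via TNB absorbance. Enzyme dispensed at 20 nM; compound exposure 15 min at room temperature before reaction start.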
# AmpC inh no detg: AmpC beta-lactamase inhibition without detergent. P00811. AmpC nitrocefin hydrolysis, absorbance 480 nm, 0.0001% Triton. Potency, µM (titrated, usually from 57.1 µM), inactives show top-dose activity change, negative = inhibition, most hits filed as inhibitors. 330,000 tested, 0.52% active. AID 485341;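 note: potency is the fitted concentration of half-maximal effect; plate controls were no compound for no effect and no enzyme for full effect; nearly all actives have a fitted effect of over 20% in size; some results filed as inactive show a strong effect at the top dose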
#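 AmpC (5.3 nM in the dispensed reagent) in 20 mM phosphate pH 7.0 with 0.01% (detergent screen) or 0.0001% Triton X-100 was preincubated with compounds for 15 min at room temperature. Nitrocefin was then added from an 800 uM solution, and hydrolysis was followed at 480 nm.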
# HCMV antiviral: blocks human cytomegalovirus replication | HFF cells, HCMV-luciferase reporter, 72 h; hits give low values | activity change, negative = inhibition, % at 57.5 µM | 410,000 tested, 4.5% active | AID 1259415; in the data active = activity change below about -60%; inconclusive = no clear call, values can overlap the other calls; inactive = above about -39%
#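 Luciferase read-out from HCMV-luciferase-infected HFFs (MOI 1 PFU/cell) 72 h post infection at 37C; compounds added after 16 h cell attachment; activity normalized between buffer-only basal and Salinomycin (10uM) inhibitor controls.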
# * hit, by the source's call; ? = inconclusive; · = not tested or not shown; & = joins results of further samples; [ ] = remark or other dose. Unless noted, calls come from the whole dose curve; as a rule, active = well fitted curve in the direction sought with a large enough effect; inconclusive = small, poorly fitted or top-dose-only effect, or another doubt; inactive = no such curve, though single readings can be large; an effect the other way counts as inactive or inconclusive. Unless noted, % is set by controls: 0 for no effect and ±100 for the full control effect.
SMILES,AmpC inh detg,HCV inh,FBPA Giardia inh,Sm TGR inh,AmpC inh no detg,HCMV antiviral
CC(NC(=O)CCSCc1ccccc1F)c1ccccc1 (stereo unspecified),8%&1%,5%,3%,19%&-2%,1%,47&65
COc1ccc(-c2cccc(NS(=O)(=O)c3cc(C)c(Cl)cc3C)c2)nn1,?,·,·,-3%,·,-17
O=C(c1ccc2ccccc2c1)N1CCOCC1,?,5%,·,1%,-7%,-9
O=S(=O)(Nc1cccc(-c2ccc(N3CCCCCC3)nn2)c1)c1ccc(F)cc1,-13%&1%,?,-4%,6%&-1%,?,55&11
COc1ccc(-n2cnnc2SCC(=O)Nc2cccnc2Cl)cc1,3%,2%,7%,-5%,-13%,4
COc1ccc(NC(=O)CCCC(=O)c2ccccc2)cc1,-1%,2%,4%,12%,-15%,33
O=C(CCn1c(=O)oc2ccccc21)N1CCN(C(c2ccccc2)c2ccccc2)CC1,-14%,?,-3%,-1%,63%[activator],-9
CCOC(=O)c1c(C)[nH]c(C)c1C(=O)CSc1nncs1,?,1%,1%,8%,-6%[11.4 µM],2
CCCc1cc(=O)[nH]c(SCC(=O)Nc2cccc(S(=O)(=O)N3CCCCC3)c2)n1,?,-11%,·,-1%,-50%,20
COc1ccc(S(=O)(=O)NCCN2CCOCC2)cc1[N+](=O)[O-],?,-8%,-10%,-4%,-12%,30
Cc1ccc(-c2nnn(CC(=O)N3CCC(C)CC3)n2)o1,9%,-5%,-1%,-23%,-6%,32
COc1ccc(Cn2c(=O)[nH]c3cc(C(=O)NC4CCCC4)ccc3c2=O)cc1,1%,-12%,4%,6%,-29%,8
CCOc1cccc(=NC2CCCCC2)c2c(C)n(C)c(C)c12,-3%,?,-10%,-11%,4%,-110*
Cc1ccc(NC(=O)C2C3CCCC2C3c2ccccc2)cc1C (stereo unspecified),-8%,13%,·,3%,-34%,-2
CC(=O)O[C@H]1CC(=O)OC(C)(C)C2CC(=O)[C@]3(C)C(CC[C@@](C)([C@@H](O[C@@H]4O[C@H](CO)[C@@H](O)[C@H](O)[C@H]4O)c4ccoc4)[C@@]34O[C@@H]4C(=O)O)[C@]21C (stereo partly specified),?,0%,·,-16%,-2%,1
CC/C(=N\NC(=O)c1nnn(-c2nonc2N)c1-c1cccc(OC)c1)c1ccc(C)cc1,?,2%,-9%,-3%,-24%,-35
COc1ccc2c(=O)c(-c3ccccc3)coc2c1,?,-19%,10%&6%,-1%,-13%,31
COc1ccc(CC(=O)Nc2ccc3c(c2)CCC3)cc1S(=O)(=O)N1CCOCC1,-12%,-3%,-2%,-7%,50%,-11
O=C(Nc1ccccn1)C1(c2cccs2)CCOCC1,-3%,29%,0%,-4%,-25%,1
C=CCNC(=S)N(Cc1ccccc1)Cc1ccccc1,?,14%,-10%,31%,-19%,-21
Cc1cccc(C)c1C(=NCCCN(C)C)c1ccccc1,?,23%,7%,5%,29%,-39
O=C(CS(=O)(=O)c1ccccc1)Nc1ccccn1,2%,-4%,2%,0%,-13%,-7
Cc1ccccc1Nc1nnc(-c2ccc(C)c(S(=O)(=O)NCC3CCCO3)c2)c2ccccc12 (stereo unspecified),1%,·,·,1%,·,-76*
c1ccc(Cc2noc(CN3CCN(CCOc4ccccc4)CC3)n2)cc1,2%,8%,1%,-13%,86%[activator],-9
CCN(C(=O)C1CCCCC1)c1nnc(-c2cccnc2)s1,-1%,1%,12%,-9%,15%,-14

# Going on with the list.
SMILES,AmpC inh detg,HCV inh,FBPA Giardia inh,Sm TGR inh,AmpC inh no detg,HCMV antiviral
CC(=O)Nc1ccc(S(=O)(=O)C(C#N)c2nc3ccccc3nc2NCCN2CCOCC2)cc1 (stereo unspecified),3%,14%,-7%,1%,33%,8
O=C(COC(=O)C1(c2cccc(F)c2)CCCC1)NCc1ccc2c(c1)OCO2,-9%,?,2%,7%,-31%,-36
COc1ccc(-c2nnc(SCC(=O)Nc3ccc(C)c(C)c3)s2)cc1,2%,·,·,9%,·,-6
COc1cccc(NC(=O)C2C3C=CC4(O3)C2C(=O)N(CCCN2CCC(C)CC2)C4C(=O)NC2CCCCC2)c1 (stereo unspecified),-4%,-4%,-4%,-16%,-6%,?
O[C@@H](CNC[C@H](O)c1ccccc1)c1ccccc1,0%,-4%,-1%,1%,-21%,-22
COc1ccccc1NC(=O)CC1S/C(=N/N=C2\CCCc3ccccc32)NC1=O (stereo unspecified),-11%,0%,-6%,-28%,-54%,-1
CCOC(=O)C1=C(CN(C)Cc2ccccc2)NC(=O)NC1c1ccc(OC(C)C)cc1 (stereo unspecified),2%,·,·,-8%,·,-20
O=S(=O)([N-]c1nc2ccccc2nc1-[n+]1ccc(Cc2ccccc2)cc1)c1ccc(Br)s1,?,3.5µM*,?,?,-37%,-110*
O=C(COc1ccc(Cl)cc1Cl)NCCCN1CCOCC1,?,0%,-1%,7%[11.4 µM],0%,1
Cc1cc(C)c(C)c(S(=O)(=O)N2CCC(C(=O)OCC(=O)N3c4ccccc4NC(=O)C3(C)C)CC2)c1C,1%,2%,-16%,-8%,-24%,6
CCn1c(SCC(=O)Nc2sc3c(c2C#N)CCCC3)nnc1-c1ccco1,-7%,?,0%,?,18%,2
C=CCc1cc(C=O)cc(OC)c1OCc1c(Cl)cccc1Cl,2%,28%,16%,37%[activator],-8%,-18
Cc1ccccc1-c1nc(SCc2cccnc2)c2c(=O)n(C)c(=O)n(C)c2n1,-7%,?,1%,45µM*,-15%,-32
CC(C)C[C@H](NC(=O)OC(C)(C)C)C(=O)N/N=C/c1ccc2nccnc2c1,-8%,23%,6%,-25%,34%,11
CC(C)C(=O)NC(=S)Nc1ccc(S(=O)(=O)NC2CCCCC2)cc1,-9%,-20%,·,?,-45%,-25
CC(C)NC(=O)/C(C#N)=C/c1ccc(N(C)C)o1,-1%,-2%,-16%,?,-2%,59
Cc1ccc(S(=O)(=O)N2CCN(C(=O)COC(=O)c3ccccn3)CC2)c(C)c1,?,5%,·,4%,3%,-37
O=C(OCCN1CCCCC1)c1ccc(Cl)cc1,-6%,12%,-1%,-5%,-6%,-3
Cc1sc2nc(C)n(/N=C/c3ccc(O)cc3O)c(=O)c2c1C,-10%,?,-9%,-2%,-21%,?
Cc1ccc(-c2cn(CCN)c(-c3ccncc3)n2)cc1,0%,?,·,-2%,14%,-33
COc1ccc(CNC(=O)c2cnc3sc4cc(OC)ccc4n3c2=O)cc1,13%,·,·,3%,·,2
Cc1coc(=N)n1CC(=O)c1ccc(Cl)cc1,3%,-8%,-1%,40µM*,-2%,19
COC(=O)C(C)NC(=O)N1CCN(c2nnc(C)c3c(C)n(-c4ccc(Cl)cc4)nc23)CC1 (stereo unspecified),25%,·,·,7%,·,-2
COC(=O)CN1C(=S)N(c2ccc(OC)cc2)C(=O)/C1=C/c1cccs1,-5%,15%,-1%,-15%,-5%,-32
Cc1ccc(-c2nn(C)c(=O)c3ccccc23)cc1S(=O)(=O)N1CCOCC1,-5%,-19%&-26%,-10%,1%,-12%,107

# Laid out differently: 5 of the compounds above.
# Order of values: AmpC inh detg, HCV inh, FBPA Giardia inh, Sm TGR inh, AmpC inh no detg, HCMV antiviral
- CC(C)C[C@H](NC(=O)OC(C)(C)C)C(=O)N/N=C/c1ccc2nccnc2c1
  -8%, 23%, 6%, -25%, 34%, 11
- CC(C)C(=O)NC(=S)Nc1ccc(S(=O)(=O)NC2CCCCC2)cc1
  -9%, -20%, ·, ?, -45%, -25
- CC(C)NC(=O)/C(C#N)=C/c1ccc(N(C)C)o1
  -1%, -2%, -16%, ?, -2%, 59
- Cc1ccc(S(=O)(=O)N2CCN(C(=O)COC(=O)c3ccccn3)CC2)c(C)c1
  ?, 5%, ·, 4%, 3%, -37
- O=C(OCCN1CCCCC1)c1ccc(Cl)cc1
  -6%, 12%, -1%, -5%, -6%, -3

# Other compounds.
SMILES,AmpC inh detg,HCV inh,FBPA Giardia inh,Sm TGR inh,AmpC inh no detg,HCMV antiviral
CCc1cccc(NC(=O)CN2C(=O)CCc3cc(S(=O)(=O)N4CCOCC4)ccc32)c1,-4%,·,·,3%,·,25
CS(=O)(=O)N(CC(=O)N1CCCCCC1)c1ccc(Br)cc1,5%,-11%,8%,-19%,-8%,-13
O=C(CCCN1C(=O)/C(=C/c2ccc3c(c2)OCO3)SC1=S)Nc1cccc(C(=O)O)c1,2%,17%,·,-13%,88%[activator],·
O=C(CN1CCN(Cc2ccccc2)CC1)Nc1nc2ccccc2s1,3%,-14%,-14%,1%,45%,47
COc1ccc(-c2cc(C3CCN(CC(O)C(F)(F)F)CC3)[nH]n2)cc1 (stereo unspecified),-15%,-13%,3%,-3%,9%,-18
O=S(=O)(NCC(c1ccc2c(c1)OCO2)N1CCOCC1)c1ccc(Cl)cc1 (stereo unspecified),0%,21%,·,-9%,16%,-27
Cc1ccc(-n2nc(C)c3c(C)onc3c2=O)cc1,2%,-10%,6%,19%,-7%,3
COc1ccc(C(=O)NCC(O)COc2ccc(C(C)(C)C)cc2)cc1[N+](=O)[O-] (stereo unspecified),-5%,?,-6%,1%,-1%,·
C=CCc1c(C)nc(N)[nH]c1=O,-2%,-4%,0%,-5%,-1%,107
CC(C)(C)NC(=O)CN(C(=O)CN1C(=O)C(=O)c2ccccc21)C(C)(C)C,-2%,15%,-5%,-1%,-10%,5
COc1cc(OC)cc(C(=O)NCC(=O)OCC(=O)NC2CCCc3ccccc32)c1 (stereo unspecified),·,14%,·,·,15%,-9
CCOc1ccc(S(=O)(=O)N2CCOCC2)cc1NC(=O)C1CSC2(C)CCC(=O)N12 (stereo unspecified),?,12%,·,5%,30%,?
Cc1ccc(S(=O)(=O)N2CCN(CCOc3ccccc3)CC2)cc1,?,-15%,·,-1%,19%,-31
O=C1CCC(=O)N1Cc1c(Cl)cccc1Cl,-10%,29%,5%,1%,-11%,-11
Cn1cc(Br)c(C(=O)Nc2ccc3c(C(F)(F)F)cc(=O)oc3c2)n1,?,?,·,0%,-1%,-5
Cc1oc2c(c1C(=O)Nc1ccc(Cl)cc1F)C1=NCCN1C=N2,22%,·,·,1%,·,-11
O=C(Cc1cn2ccsc2n1)OCc1nc2ccccc2s1,0%,-2%,-12%,3%,-20%,·
O=C(NCCc1ccccc1)N1c2ccccc2Sc2ccccc21,4%,?,-3%,-28%,-4%,-11
O=C(CSc1nnc(Cn2nnc3ccccc32)o1)N(Cc1ccc(F)cc1)c1ccccc1,?,1.6µM*,0%,10%,-8%,-100*
COc1ccc(-c2cc(-c3ccccc3)nc(=O)[nH]2)cc1,4%,6%,-8%,9%,-8%,-37
Cc1ccc(-c2nnc(CSc3nnc4c5c(C)c(C)sc5nc(C(C)C)n34)o2)cc1,-7%,·,4%,2%,-4%,·
O=C(NCC(=O)N(Cc1ccccc1)C(C(=O)NC1CCCC1)c1ccco1)c1ccco1 (stereo unspecified),6%,-3%&3%,2%,-4%,-14%,0
COc1ccc(C(=O)Nc2cc(C(C)=O)c(/C=C/N(C)C)oc2=O)cc1,-3%,15%,1%,-6%,32%,40
S=C1NC(c2ccccc2)=NCN1c1ccc(Br)cc1,?,-27%,1%,0%,-23%,12
